# PMI inhibition: MPI inhibition at elevated mannose 6-phosphate – biochemical, fluorescence intensity, high mannose 6-phosphate, primary screen (AID 1220); recombinant PMI enzyme, coupled fluorescence intensity; higher % means a stronger effect; inhibition, % at 20 µM; hits with a dose series show IC50 in µM; 190,000 tested, 0.66% active
# WT yeast gro inh: growth inhibition of WT yeast, mitochondrial fusion screen. mitochondrial fusion phenotypic screen, WT strain. inhibition, % at 10 µM. 190,000 tested, 2.1% active. AID 1362; in the data active means inhibition above about 58%; tested in S. cerevisiae
# UTI89 phage lysis: inhibition of K1F phage lysis, E. coli UTI89, bacterial capsule biogenesis inhibitors, alamar blue (AID 488966) | E. coli UTI89 K1F phage lysis, alamar blue, 2 h; higher % means a stronger effect | inhibition, % at 100 µM, or IC50 in µM where a hit was titrated | 340,000 tested, 0.02% active;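 active means phage lysis inhibition, versus mean bacterial control, above a set limit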;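 further: capsule biogenesis inhibitors block K1F phage lysis so surviving cells raise fluorescence; higher fluorescence means more inhibition of phage lysis; actives were called in the ten point dose series up to 300 µM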
# M1AAP inhibition: malaria alanyl aminopeptidase activity blockers – biochemical, fluorogenic H-Leu-NHMec substrate, 1536-well (AID 1445). recombinant M1AAP, H-Leu-NHMec fluorogenic kinetic assay; higher % means a stronger effect. one-dose inhibition, % at 30 µM; IC50 in µM for titrated hits. 220,000 tested, 0.42% active;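 active means primary inhibition above the hit cutoff, then over 50% inhibition at one or more dose response concentrations, cut at about 23% in these data, passing the limit was not always enough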;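 further: plate controls were DMSO full reaction for no effect and no enzyme background for full effect; strong numbers were not always called active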
# Hep lipid drop: modulators of hepatic lipid droplet formation; AML12 mouse hepatocytes, oleate lipid droplets, BODIPY imaging; inhibition, % at 6.5 µM; 240,000 tested, 0.4% active; AID 1656;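 active means lipid droplet intensity inhibited by at least 50%, with more than 500 cells counted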
#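 Test system: AML12 hepatocytes (mouse); reagent: oleate loading, 100 µM; dosing: one dose, 6.5 µM compound; incubation: overnight exposure; signal: fluorescence imaging, 20x objective, two fields per well; read-out basis: % inhibition of corrected integrated BODIPY droplet signal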
# TNAP activators: human TNAP enzyme activators, primary screen, biochemical, luminescent, no phosphate acceptor, uHTS (AID 1001); purified TNAP, luminescent activation assay, no phosphate acceptor; higher activation fold means a stronger effect; 200,000 tested, 0.03% active; activation fold at 20 µM, or EC50 in µM where a hit was titrated; in the data active means activation fold from about 3, or a potency from the dose series; inactive means the rest, 99 in 100 with activation fold below about 1.6; further: many of its hits are not listed in these tables
# PMI inhibitors: MPI enzyme activity inhibition – biochemical, fluorescence intensity, coupled assay, primary screen (AID 1209). purified PMI enzyme, coupled fluorescence intensity; higher % means a stronger effect. inhibition, % at 20 µM; hits with a dose series show IC50 in µM. 190,000 tested, 0.42% active;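 further: plate controls were DMSO vehicle for no effect and wells lacking substrate for full effect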
# Myeloid diff 2: promotes myeloid progenitor differentiation | ER-HoxA9 myeloid progenitors, lysozyme-GFP differentiation, flow cytometry | calls only at 10 µM | 360,000 tested, 1% active;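 active means normalized GFP-positive differentiation at or above the plate's own cutoff, the solvent-only control mean plus 3 SD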;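 further: cells exposed to compound for four days before flow analysis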
# CSM14.1 death rescue: protection against thapsigargin-triggered cell killing – 384-well, CSM14.1, ATP luminescence, primary screen (AID 1222); CSM14.1 thapsigargin-induced death rescue, ATP luminescence; higher % means a stronger effect; 190,000 tested, under 10 active; cellular ATP content (survival), % at 20 µM; hits with a dose series show EC50 in µM;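 active means EC50 below 50 µM in the dose-response confirmation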;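 further: death triggered by thapsigargin at about 15 µM added after 2 h compound pretreatment; cell ATP read after overnight thapsigargin exposure of roughly 18 to 22 hours; normalized against plate controls of thapsigargin alone and 5% DMSO vehicle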
# WT yeast gro inh mutant strain: second read-out of WT yeast gro inh, no call of its own (marks repeat the call); inhibition, %; mitochondrial fusion phenotypic screen, mutant strain inhibition
# Hep lipid drop cells 6.5 µM: recorded beside Hep lipid drop, whose call it bears; cell count; measured here: cell count, cytotoxicity flag;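 cells counted across two imaged fields per well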
# Myeloid diff 2 GFP+ MAC1+ %: also measured in Myeloid diff 2; calls as there; GFP+ MAC1+ double positive, %; measured here: differentiation confirmed by MAC1 staining
# An asterisk follows results filed as active; i = inactive; / = no result given; + = active, no number; & = joins results of further samples; [ ] = another dose, or the depositor's remark. Unless noted, no stated cut-off is given here; in the data, active means inhibition above about 50%; inactive means the rest.
No.	SMILES	PMI inhibitors	Myeloid diff 2 GFP+ MAC1+ %	CSM14.1 death rescue	PMI inhibition	WT yeast gro inh mutant strain	Myeloid diff 2	Hep lipid drop	WT yeast gro inh	M1AAP inhibition	TNAP activators	Hep lipid drop cells 6.5 µM	UTI89 phage lysis
1	CCOc1ccc(OCCOc2ncnc3ccccc23)cc1	4.3%	0.6	-0.6%	2.2%	-0.3	i	/	17.5	-3.2%	1.1	/	0.1%
2	CC(=O)Nc1ccc(NC(=O)CCCCCN2C(=O)c3ccccc3C2=O)cc1	-6.6%	0.8	0.0%	-9.4%	16.3	i	5.1	7.9	0.2%	1.1	820	0.5%
3	COc1ccc2c(c1)c(=O)oc1cc(OCC(=O)N3CCCC(C)C3)ccc12 (stereo unspecified)	11.1%	1.1	/	16.2%	-0.2	i	-0.2	10.0	9.2%	1.1	680	0.9%
4	COc1cc(NC(=O)c2ccccc2Cl)c(OC)cc1NC(=O)CN1CCOCC1	-2.8%	/	1.0%	7.5%	-3.7	/	/	-18.7	10.0%	1.1	/	5.5%
5	COc1cccc2c(=O)c3c(cnn3C)n(C)c12	9.5%	1.1	/	12.1%	-0.4	i	-4.5	4.3	0.0%	1.2	667	3.2%
6	CC(C)(C)C(=O)NC(=S)Nc1sc2c(c1C#N)CCCCC2	22.3%	0.5	-0.3%	9.1%	-6.0	i	-0.2	2.9	2.9%	0.9	590	0.2%[50 µM]
7	O=c1[nH]c2ccccc2nc1N1CCOCC1	0.5%	0.9	-2.0%	3.6%	-18.4	i	/	-13.9	11.9%	1.1	/	3.9%
8	CCN1CC2=C(OC(N)=C(C#N)C2c2cccs2)/C(=C/c2cccs2)C1 (stereo unspecified)	31.3%	0.4	-2.1%	22.3%	-13.7	i	-10.5	-5.3	8.9%	1.1	675	0.2%
9	CC(=O)Nc1ccc(Nc2cc(C)nc3c(-c4ccccc4)cnn23)cc1	16.0%	0.3	-2.5%	7.1%	12.8	i	-0.2	36.7	6.4%	1.3	609	6.7%
10	C=CCn1c(SCc2nc3ccccc3c(=O)[nH]2)nc2scc(C3CC3)c2c1=O	/	0.9	/	/	/	i	5.1	/	1.1%	/	782	1.9%
11	CC1CN(C(=O)c2scc3c2OCCO3)CC(C)O1 (stereo unspecified)	5.6%	0.9	/	10.9%	9.4	i	3.1	-4.6	-2.8%	1.2	659	1.2%
12	COc1ccc(Nc2ncnc3c2cnn3-c2cccc(C)c2)cc1OC	/	3.0	/	/	/	i	-21.6	/	-2.2%	/	713	-1.2%
13	CCC1(C)Cc2c(sc3nc(NN)n(C)c(=O)c23)CO1 (stereo unspecified)	-8.5%	0.3	1.7%	-6.3%	-8.5	i	-19.8	15.8	3.2%	0.9	798	8.1%
14	Cc1ccccc1C(=O)Nc1ccccc1C(=O)NCc1ccccc1	-0.5%	0.9	-0.8%	5.7%	26.8	i	/	20.1	-0.5%	1	/	2.0%
15	CC(C)OC(=O)c1cc(C(=O)c2cc(Br)ccc2O)coc1=N	9.7%	0.3	1.1%	19.1%	13.0	i	-1.9	27.4	10.7%	1.1	671	0.6%
16	CCOC(=O)N1CCC(NC(=O)c2cc(C(=O)Nc3ccc(S(=O)(=O)N4CCCCC4)cc3)ccc2CO)CC1	14.7%	0.6	-6.9%	17.6%	2.1	i	7.2	0.8	-1.8%	1.1	710	1.2%
17	CCOC(=O)c1c(NC(=O)c2cccc(N3C(=O)CCC3=O)c2)sc(C)c1C	5.3%	0.6	-0.5%	-2.1%	2.9	i	/	17.1	8.8%	1.1	/	0.4%
18	O=C(NCc1ccccn1)c1ccc(CNS(=O)(=O)c2cccc(C(F)(F)F)c2)cc1	4.6%	0.3	0.2%	4.6%	-2.9	i	-33.4	0.3	3.7%	1.1	683	0.3%
19	Cc1nc2sc(C(c3ccccc3)N3CCOCC3)c(O)n2n1 (stereo unspecified)	2.7%	8.7	3.0%	3.4%	-2.4	i	5.0	1.1	2.8%	1	714	5.2%
20	O=C1/C(=C\c2ccco2)SC(=S)N1Cc1ccccc1	2.6%	11.7	0.7%	19.4%	2.6	i	/	7.1	-0.7%	1	/	-1.1%

# Among those listed so far, 4 have two or more sulfur atoms:
No.	SMILES	PMI inhibitors	Myeloid diff 2 GFP+ MAC1+ %	CSM14.1 death rescue	PMI inhibition	WT yeast gro inh mutant strain	Myeloid diff 2	Hep lipid drop	WT yeast gro inh	M1AAP inhibition	TNAP activators	Hep lipid drop cells 6.5 µM	UTI89 phage lysis
6	CC(C)(C)C(=O)NC(=S)Nc1sc2c(c1C#N)CCCCC2	22.3%	0.5	-0.3%	9.1%	-6.0	i	-0.2	2.9	2.9%	0.9	590	0.2%[50 µM]
8	CCN1CC2=C(OC(N)=C(C#N)C2c2cccs2)/C(=C/c2cccs2)C1 (stereo unspecified)	31.3%	0.4	-2.1%	22.3%	-13.7	i	-10.5	-5.3	8.9%	1.1	675	0.2%
10	C=CCn1c(SCc2nc3ccccc3c(=O)[nH]2)nc2scc(C3CC3)c2c1=O	/	0.9	/	/	/	i	5.1	/	1.1%	/	782	1.9%
20	O=C1/C(=C\c2ccco2)SC(=S)N1Cc1ccccc1	2.6%	11.7	0.7%	19.4%	2.6	i	/	7.1	-0.7%	1	/	-1.1%

# Remaining list, next part
No.	SMILES	PMI inhibitors	Myeloid diff 2 GFP+ MAC1+ %	CSM14.1 death rescue	PMI inhibition	WT yeast gro inh mutant strain	Myeloid diff 2	Hep lipid drop	WT yeast gro inh	M1AAP inhibition	TNAP activators	Hep lipid drop cells 6.5 µM	UTI89 phage lysis
21	CC(C)NC(=S)N/N=C/c1ccc2c(c1)OCCO2	10.4%	0.2	-5.8%	-6.5%	23.5	i	-13.6	22.2	4.1%	1.1	544	4.2%
22	Cc1csc(SCC(=O)NCc2ccccc2Cl)n1	-9.1%	1.1	-1.4%	-4.1%	8.4	i	0.1	8.2	-0.7%	1.2	740	-0.1%
23	Cc1cc(N)n2ncc(-c3ccccc3)c2n1	10.2%	1.4	-2.7%	10.7%	22.3	i	6.3	10.8	6.9%	1.1	767	1.1%
24	O=C(Nc1ccc(Cl)cc1)N1CCSCC1	2.3%	0.9	-1.9%	-4.0%	-0.3	i	/	-9.2	7.1%	1.1	/	-0.3%
25	Cc1ccc(NC(=S)N(CCN2CCOCC2)Cc2cc3cc4c(cc3[nH]c2=O)OCO4)cc1	8.2%	0.3	-0.9%	0.7%	3.9	i	0.0	-0.9	3.4%	1.1	688	-0.7%
26	CN1[C@@H]2CC(OC(=O)[C@H](CO)c3ccccc3)C[C@H]1[C@@H]1O[C@@H]12 (stereo partly specified)	-16.2%	1.6&3.6&3.4&1.7	-1.8%&-2.3%	-16.5%	-1.9&-5.2	i	-5.5&-0.4	-0.8&7.7	0.6%&-0.1%	1.1	726&731	-0.7%&1.2%&0.8%&0.0%
27	CN1/C(=C\C=N\NC(=O)c2ccc(O)cc2)C(C)(C)c2ccccc21	-8.4%	5.4*	-3.8%	-14.1%	6.0	+	-52.2	-1.1	10.1%	1	595	0.1%
28	Cc1nn(CC(=O)Nc2ccc(Cl)cn2)c(C)c1[N+](=O)[O-]	-9.1%	1.6	-0.1%	-7.0%	13.5	i	-3.5	9.6	2.8%	1.1	773	0.6%
29	Cc1ccc(S(=O)(=O)N2CCN(C(=O)c3cc4c(C)nn(-c5ccccc5)c4s3)CC2)cc1	7.5%	2.2	0.6%	3.2%	-4.6	i	-24.7	11.9	2.1%	1.1	700	1.3%
30	COc1ccc(CCn2c(N3CCN(Cc4ccccc4)CC3)nc3c2c(=O)[nH]c(=O)n3C)cc1	10.8%	0.6	-1.1%	15.3%	6.1	i	/	-10.3	1.7%	1.2	/	1.8%
31	CCOC(=O)c1ccc(OC)c(OC)c1Cl	/	0.6	/	/	/	i	26.4	/	3.8%	/	772	-0.5%
32	O=C(CN1C(=O)C2C3C=CC(C3)C2C1=O)Nc1ccc2c(c1)OCCO2 (stereo unspecified)	-7.4%	0.4	-2.0%	-4.7%	7.9	i	/	23.7	5.6%	1	/	-2.1%
33	CCCNC(=O)C/C(C)=N/NC(=O)COc1ccc(C)cc1Br	6.5%	0.1	-3.9%	6.3%	6.6	i	-5.5	10.7	0.0%	1.1	658	0.2%
34	O=C(Nc1cc(S(=O)(=O)N2CCCC2)ccc1Cl)C1=COCCO1	7.1%	0.5	3.2%	3.5%	25.9	i	-36.3	8.2	3.0%	0.9	716	0.0%
35	Cc1ccc(NC(NC(=O)Cc2ccccc2)C(Cl)(Cl)Cl)cc1 (stereo unspecified)	18.4%	0.5	2.8%	13.0%	3.6	i	-9.6	18.4	4.3%	0.9	635	6.4%
36	COc1cccc2c(=O)n(CC(=O)N3CCc4ccccc43)ccc12	9.6%	3.6	/	5.3%	0.4	i	13.0	-2.7	5.9%	1.2	610	-0.6%
37	CC(c1ccon1)N(C)Cc1cn(C)nc1-c1cccc(Cl)c1 (stereo unspecified)	6.3%	0.1	3.5%	4.7%	14.5	i	-6.0	-0.5	6.8%	1.1	741	0.0%
38	Cc1cc[n+](CC(=O)c2cccs2)cc1	-1.7%	5.4	3.4%	-1.9%	-4.9	i	1.3	-12.2	-3.3%	1	750	1.6%[50 µM]
39	Cc1ccc(C(=O)CSc2ncn[nH]2)cc1	-6.3%	0.7	-3.1%	6.4%	0.8	i	/	-0.2	1.5%	1.1	/	0.2%
40	Nc1nc(SCC(=O)NCCO)nc2sc3c(c12)CCCC3	9.2%	0.2	-1.7%	5.1%	9.3	i	-6.6	11.4	1.6%	1.1	605	-0.1%
41	O=C(COC(=O)CNC(=O)c1ccco1)Nc1ccccc1OC(F)F	-1.4%	0.2	0.5%	-10.3%	-13.6	i	-15.1	-4.8	4.2%	1	683	2.3%
42	CCOc1cc(/C=C2\SC(=N)N(c3nonc3N)C2=O)ccc1OCC(N)=O	13.2%	0.6	1.8%	6.2%	26.0	i	5.4	-3.6	3.2%	1	628	2.5%
43	Cc1ccc(NS(=O)(=O)c2ccc(Br)s2)cc1S(=O)(=O)N1CCOCC1	-7.1%	0.7	-1.8%	-0.5%	0.3	i	-31.9	3.0	6.2%	1	660	1.8%
44	Cc1ccc(Nc2nnc(SC3CCOC3=O)s2)cc1 (stereo unspecified)	1.1%	0.2	0.4%	-0.1%	11.3	i	25.7	-3.5	-1.5%	1.1	711	0.0%
45	O=C(CCN1C(=O)/C(=C\c2cccs2)SC1=S)NC1=NCCS1	3.2%	0.9	5.8%	4.4%	22.3*	i	18.8	75.6*	3.1%	1	650	2.2%[50 µM]
